ROCK2 blocker: inhibitors of human ROCK2 kinase, primary screen, biochemical, high-throughput, luminescence; inhibition, % at 6 µM; purified ROCK2, Kinase-Glo ATP depletion luminescence; Rho-associated protein kinase 2 (Homo sapiens), O75116; hit rate 0.35% among 60,000;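 active = inhibition above the screen-wide mean inhibition plus 3 SD, cut at about 18% in these data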;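 note: plate controls were DMSO wells for no effect and Y-27632 control wells after no-enzyme background subtraction for full effect; many of its hits are not listed in these tables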
JNK3 blocker: JNK3 kinase activity inhibitors, primary screen, biochemical, human, purified enzyme; Mitogen-activated protein kinase 10 (Homo sapiens), P53779; HTS; inhibition, % at 8 µM; hit rate 0.61% among 60,000; in the data active = inhibition above about 17%;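 note: 0% = DMSO and 100% = reference inhibitor; many of its hits are not listed in these tables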
Target sequence (P53779 whole entry, looked up): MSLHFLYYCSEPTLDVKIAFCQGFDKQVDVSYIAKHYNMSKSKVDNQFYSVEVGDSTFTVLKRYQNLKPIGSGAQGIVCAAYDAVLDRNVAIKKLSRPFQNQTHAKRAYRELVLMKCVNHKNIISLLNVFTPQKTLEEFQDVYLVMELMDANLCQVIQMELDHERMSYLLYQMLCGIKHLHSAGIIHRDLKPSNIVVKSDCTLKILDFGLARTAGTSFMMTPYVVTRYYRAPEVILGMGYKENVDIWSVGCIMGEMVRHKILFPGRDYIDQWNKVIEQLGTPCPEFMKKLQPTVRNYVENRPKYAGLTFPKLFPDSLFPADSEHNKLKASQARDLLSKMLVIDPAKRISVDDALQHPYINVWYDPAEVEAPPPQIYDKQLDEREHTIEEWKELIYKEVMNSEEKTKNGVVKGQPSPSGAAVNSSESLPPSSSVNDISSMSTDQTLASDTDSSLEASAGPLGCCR
CatG inh: human cathepsin G inhibitors, primary screen, biochemical, pooled compound mixtures, AMC fluorescence | P08311 | purified enzyme, AMC-tetrapeptide fluorescence | inhibition, % at 5 µM (by protocol) | hit rate 0.2% among 62,000 | AID 581, 2007;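 active = inhibition above 20% in each of the two mixture wells holding the compound; inactive = inhibition of 20% or less in either well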;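 note: 0% = enzyme control without mixture and 100% = blank lacking enzyme; strong numbers were not always called active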
CatL block: inhibitors of human cathepsin L, biochemical; Procathepsin L (Homo sapiens), P07711; purified cathepsin L, fluorogenic substrate, fluorescence; inhibition, %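 (tested at 10 µM)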; hit rate 0.17% among 58,000; AID 460, 2006; in the data active = inhibition above about 45%;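 note: 0% = enzyme with no compound and 100% = no enzyme blank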
Target sequence (P07711 114-288 limits assumed): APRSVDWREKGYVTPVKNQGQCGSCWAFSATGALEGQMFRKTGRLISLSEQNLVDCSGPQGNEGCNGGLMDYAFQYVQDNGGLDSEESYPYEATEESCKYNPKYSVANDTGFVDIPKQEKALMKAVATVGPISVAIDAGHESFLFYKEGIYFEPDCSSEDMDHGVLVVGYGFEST
Target sequence (P07711 292-333 limits assumed): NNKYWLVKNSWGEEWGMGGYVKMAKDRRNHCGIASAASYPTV
FXIIa inh mix: human factor XIIa inhibitors, primary screen, biochemical, pooled compound mixtures, fluorogenic substrate; Coagulation factor XII (Homo sapiens), P00748; purified FXIIa; inhibition, % at 5 µM; hit rate 0.2% among 62,000; AID 684, 2007;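 note: 0% = enzyme without compound and 100% = no enzyme blank; some results filed as inactive read as strong as hits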
CatS inh: inhibitors of human cathepsin S, biochemical, compound mixtures | hit rate 0.06% among 62,000 | recombinant cathepsin S, AMC dipeptide fluorescence, pooled mixtures | AID 501, 2006 | inhibition, %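 (tested at 5 µM per compound within 10-compound mixtures)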; in the data active = inhibition above about 32%, passing the limit was not always enough;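 note: 0% = enzyme without compound and 100% = blank without enzyme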
Target sequence (P25774 115-331 limits assumed): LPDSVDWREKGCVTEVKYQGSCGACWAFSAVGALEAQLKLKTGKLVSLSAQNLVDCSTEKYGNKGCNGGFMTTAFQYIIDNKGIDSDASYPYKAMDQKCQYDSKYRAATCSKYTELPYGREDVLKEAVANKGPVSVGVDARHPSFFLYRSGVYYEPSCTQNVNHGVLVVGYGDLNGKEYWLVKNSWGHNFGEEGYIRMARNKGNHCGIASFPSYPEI
C1s inh: complement C1s protease inhibitors, primary screen, biochemical, 10-compound mixtures; Complement C1s subcomponent (Homo sapiens), P09871; purified C1s, fluorogenic AMC substrate, pooled mixtures; mean inhibition % of two 10-compound mixtures (active compounds read high), % at 5 µM (by protocol); hit rate 0.16% among 62,000; AID 538, 2006;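 active = inhibition above 20% in each of the two 10-compound mixture wells holding the compound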;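 note: 0% = enzyme wells lacking compound mixture and 100% = no-enzyme blank wells; some compounds called inactive have numbers as strong as hits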
PKA inh: inhibitors of human PKA kinase activity, primary screen, biochemical, ATP-depletion luminescence, Kemptide substrate; cAMP-dependent protein kinase catalytic subunit alpha (Homo sapiens), P17612; PKA Kemptide phosphorylation, Kinase-Glo ATP luminescence; inhibition, % at 6 µM; hit rate 0.1% among 65,000;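 active = inhibition above the screen-wide mean inhibition plus 3 SD, cut at about 21% in these data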; note: many of its hits are not listed in these tables
FXIa mix inh: FXIa protease inhibitors in compound pools, primary screen, biochemical, 10-compound mixtures; purified FXIa, fluorogenic substrate, pooled mixtures; hit rate 0.19% among 62,000; AID 680, 2007; inhibition, % at 5 µM; Coagulation factor XI (Homo sapiens), P03951;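 note: each value is inhibition by a whole ten-compound pool holding the compound; 0% = enzyme with no mixture and 100% = wells lacking enzyme; strong numbers were not always called active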
* hit, by the source's call; x = no result given; & = joins results of further samples. Cut-off read from the data, not from the text of the source, unless noted: active = inhibition above about 20% (passing the limit was not always enough); inactive = the rest.

SMILES	ROCK2 blocker	JNK3 blocker	CatG inh	CatL block	FXIIa inh mix	CatS inh	C1s inh	PKA inh	FXIa mix inh
Cc1cc(C)cc(N(C(=O)c2ccc3c(c2)OCO3)C2C=CS(=O)(=O)C2)c1 (centres undefined)	2.6	-1.0	8.4	3.8	-3.0	-6.3	12.5	9.5	6.4
Cc1nnc(SCc2ccccc2)n1N	-0.9	0.1	9.1	13.5	2.5	35.2	-0.3	0.6	-2.7
CCOC(=O)C1CCCN(Cc2cc(Br)ccc2OC)C1 (centres undefined)	5.4	0.6	7.1	6.4	0.3	-1.6	0.7	14.8	-2.2
O=S(=O)(N1CCCCC1)N1CCN(c2ccc(F)cc2)CC1	10.3	4.6	-3.5	-9.2	7.2	-13.3	-9.7	5.1	2.2
O=C(CN1CCN(C(=O)c2cccc(F)c2)CC1)NC1CCCCC1	2.3	1.3	9.7	6.3	-13.3	-0.7	1.7	0.7	0.1
O=P(O)(O)C(O)C(F)(F)C(F)(F)C(F)(F)C(F)F (centres undefined)	6.8	-0.6	5.4	3.4	-1.3	-4.1	5.4	9.8	7.4
O=C(Nc1ccc(N2CCOCC2)c(Cl)c1)c1ncn[nH]1	0.9	-3.8	6.3	-2.9	3.0	0.7	1.0	1.8	10.7
Cc1nc2ccccc2cc1C(=O)NCc1ccco1	6.2	2.6	3.5	7.0	3.5	25.4	-15.8	5.4	2.9
COCc1nc(-c2ccc(-c3ccc(C)cc3)nc2OC)no1	-2.0	-5.8	-0.9	-5.2	7.7	3.7	-4.3	-4.1	7.4
C=CCSc1nnc(Cc2cc(=O)[nH]c(=O)[nH]2)n1-c1cc(C)ccc1C	3.0	8.3	-1.0	23.3	1.4	10.4	6.8	6.5	4.5
COc1cccc(-n2c(Cc3cc(=O)[nH]c(=O)[nH]3)nnc2SCc2cccnc2)c1	3.5	-0.2	6.1	x	13.9	-3.4	0.7	5.0	0.8
CCOC(=O)CSc1nc2sc(C)c(C)c2c(=O)[nH]1	-0.8	-5.9	8.1	23.3	5.0	12.5	14.2	-2.9	-0.6
O=C(NCc1ccco1)c1cc2nc(C3CC3)cc(C(F)(F)F)n2n1	5.9	-3.1	1.9	0.4	14.7	-4.2	2.4	2.3	5.3
CC(=O)OC(C(=O)NCc1ccco1)c1ccncc1 (centres undefined)	3.0	6.2	5.9	4.5	-0.4	-2.0	7.9	10.2	2.2
Cc1ccc(S(=O)(=O)N2CCCN(S(=O)(=O)C3CCS(=O)(=O)C3)CC2)cc1 (centres undefined)	1.4	7.2	-0.5	5.8	6.4	0.3	16.0	5.1	5.2
CCCCn1c(N)c(N(CC)C(=O)c2ccc3c(c2)S(=O)(=O)c2ccccc2C3=O)c(=O)[nH]c1=O	5.4	-2.2	-0.9	1.4	-0.2	0.6	8.4	9.9	1.5
C/C=C/CSc1nc2c(c(=O)[nH]c(=O)n2C)n1Cc1ccc(C)cc1	-1.4	-0.3	7.2	13.1	-0.5	-0.4	9.7	6.3	5.5
Cn1c(=O)c(NC(=O)c2ccccc2)c2n(c1=S)CCCCC2	9.0	-2.3	1.2	-2.8	-17.5	8.2	-0.5	14.0	2.1
CCOC(=O)C1CCCN(C/C(O)=C(\C#N)c2nc(-c3ccc(Cl)cc3)cs2)C1 (centres undefined)	4.6	2.5	-0.1	-1.0	12.5	-7.4	1.7	11.0	12.9
CC(=O)Nn1cc2c(c1-c1ccccc1)c(=O)n(C)c(=O)n2C	0.1	-0.9	9.1	-8.0	5.9	4.9	3.3	6.5	4.3

Some of the entries above in a different format.
| ROCK2 blocker | JNK3 blocker | CatG inh | CatL block | FXIIa inh mix | CatS inh | C1s inh | PKA inh | FXIa mix inh | Compound |
| --- | --- | --- | --- | --- | --- | --- | --- | --- | --- |
| 0.1 | -0.9 | 9.1 | -8.0 | 5.9 | 4.9 | 3.3 | 6.5 | 4.3 | CC(=O)Nn1cc2c(c1-c1ccccc1)c(=O)n(C)c(=O)n2C |
| 4.6 | 2.5 | -0.1 | -1.0 | 12.5 | -7.4 | 1.7 | 11.0 | 12.9 | CCOC(=O)C1CCCN(C/C(O)=C(\C#N)c2nc(-c3ccc(Cl)cc3)cs2)C1 (centres undefined) |

Remaining list, next part
SMILES	ROCK2 blocker	JNK3 blocker	CatG inh	CatL block	FXIIa inh mix	CatS inh	C1s inh	PKA inh	FXIa mix inh
Cc1c(S(=O)(=O)Nc2ccc3c(c2)OCCO3)c(=O)n(C)c(=O)n1C	-0.2	0.5	6.4	0.3	-20.3	10.8	-32.5	-7.8	2.4
COc1ccc2nc(NC(=O)C3CCCN(S(=O)(=O)c4c(C)noc4C)C3)sc2c1 (centres undefined)	-2.4	5.9	-2.3	x	8.6	6.8	0.1	-3.1	5.5
CCCCCc1c(C)nc(N2CCc3ccccc3C2)[nH]c1=O	-4.3	1.6	-1.1	13.0	0.8	-11.4	-4.7	-5.6	9.3
CN(C)C(=O)Oc1cccc([N+](C)(C)C)c1	7.0&-8.5	-2.7&4.7	3.6&-0.6	-11.4&12.8	2.1&5.5	-2.2&-3.4	9.4&1.6	5.5&-7.4	4.5&6.7
COC(=O)c1ccc(-c2cc(C(=O)O)c3cc4c(cc3n2)OCCO4)cc1	9.3	-4.4	1.8	-80.9	2.4	-7.2	-62.2	9.8	0.9
CN(CC(=O)NCCc1ccccc1)S(=O)(=O)c1cccs1	-0.4	-4.2	9.2	3.1	9.2	13.4	10.4	0.8	1.8
C=CCNC(NC(=O)c1ccccc1)(C(=O)OCC)C(F)(F)F (centres undefined)	-5.3	-6.8	-0.3	2.9	8.5	0.1	-0.2	-6.2	4.5
CC1(C)CC(=O)C(C#N)=C(NCCCO)C1	1.9	-2.8	5.8	-6.1	4.8	-10.9	-46.3	7.5	-1.9
CCN1CCN(Cc2ccc(NC(=O)Nc3cccs3)cc2)CC1	3.8	-5.4	11.7	18.5	10.7	14.0	-7.9	3.8	-5.7
O=C(COc1ccccc1)NCCSc1ccccc1	x	x	8.4	8.2	4.6	0.8	12.5	-3.9	4.5
O=C(NCCc1ccc(Cl)cc1)C1CCC(=O)N1C1CCCC1 (centres undefined)	4.6	-3.2	-1.4	4.0	-0.6	-4.0	-1.2	5.6	2.7
O=C(O)CCCC(=O)Nc1nc(-c2ccccc2)cs1	5.8	-1.5	9.5	11.6	4.9	16.2	11.2	8.7	1.2
Cc1onc(-c2ccccc2Cl)c1C(=O)Nc1cccc2nsnc12	x	x	8.6	x	3.8	-7.9	30.0	17.1	5.6
N#Cc1cn(-c2ccccc2)nc1-c1ccccc1	-1.3	3.0	23.0	-5.6	-1.6	1.4	6.8	2.5	25.2
COc1cccc(C(=O)/C=C/Nc2cc(C)ccc2O)c1	0.5	5.6	1.9	12.2	0.5	-1.0	2.7	-1.4	7.7
COc1cccc(NC(=O)COc2ccccc2C(N)=O)c1	-1.8	12.4	-0.7	-0.7	8.6	17.0	-48.2	-2.2	4.5
CC(C)CC(=O)N1CCN(C(=O)c2cccc(F)c2)CC1	-0.9	2.9	10.7	x	0.3	-2.2	18.8	-2.3	8.7
CCOC(=O)Nc1sc2c(c1C(=O)OCC)CCC2	x	x	19.6	-6.8	8.4	-3.1	-11.6	5.0	6.6
O=C1C=C(NCc2ccco2)CC(c2ccc(Cl)cc2)C1 (centres undefined)	x	x	-1.6	x	-17.6	-4.4	-2.4	6.2	2.2
COc1ccc(C(C(O)C(=O)c2c[nH]c3ccccc23)N2CCN(c3ccccc3)CC2)cc1 (centres undefined)	3.4	5.2	10.6	-10.4	10.8	-4.5	11.1	4.9	5.3
CC1CC(C)CN(CCCNC(=O)c2cn(C)c3ccc(S(=O)(=O)N4CCCC4)cc3c2=O)C1 (centres undefined)	1.2	-5.0	-1.9	-2.3	4.3	-4.3	1.2	5.3	3.5
CCOC(=O)C(OC(=O)c1sc(=S)n(C)c1C)C(C)=O (centres undefined)	-10.6	-3.9	x	5.6	x	x	x	-12.2	x
CCOC(=O)c1c(C)oc2cc(Br)c(OC(=O)N3CCOCC3)cc12	-1.1	3.5	8.7	11.6	3.3	-5.5	13.3	-3.1	8.8
CN(C)C=C1C(=O)c2ccccc2C1=O	-11.1	-1.2	x	31.1	x	x	x	1.4	x
COC(=O)c1ccccc1NC(=O)c1cc(-c2cccc(OC)c2)on1	0.8	-4.6	-0.5	-0.2	6.5	10.6	-2.1	5.5	11.4
N#Cc1c(C(F)(F)F)cc(-c2ccco2)nc1SCc1ccncc1	2.2	-0.6	4.3	-5.8	-16.7	-7.7	-10.1	8.4	-0.1
O=C(NCc1ccco1)c1ccc(NC(=O)C2COc3ccccc3O2)cc1 (centres undefined)	9.1	1.3	10.3	x	7.6	-0.6	-3.1	7.3	-0.3
C=CCn1c(Br)nc2c1c(=O)n(C)c(=O)n2C	-3.7	3.4	0.8	-1.2	-12.6	-5.6	1.5	-4.6	12.9
Cc1ccc(Cn2c(CN3CCN(C(=O)c4ccco4)CC3)nc3c2c(=O)n(C)c(=O)n3C)cc1	5.4	-0.7	0.1	-11.7	4.2	-1.7	-0.6	2.9	4.6
O=C(CCCN1C(=O)c2ccccc2C1=O)NCc1cccnc1	6.5	3.9	-4.2	2.1	7.3	-27.8	-53.6	9.2	-6.9
CCOC(=O)N1CCC(NC(=O)CC(NS(=O)(=O)c2ccc(C)cc2)c2ccco2)CC1 (centres undefined)	1.1	3.4	10.7	10.1	3.8	-1.6	17.0	2.3	0.6
CC(=O)NC1C(=O)Nc2c1cccc2C(F)(F)F (centres undefined)	1.9	-3.4	-0.7	-4.8	7.1	-1.4	-1.9	9.9	3.1
O=c1ccc2cc(S(=O)(=O)N3CCN(c4ccccc4)CC3)ccc2o1	1.0	-1.6	-2.0	x	6.6	16.9	-10.7	-1.3	6.5
CC1(c2ccc(Cl)cc2)NC(=O)N(CC(=O)NC(=O)NCc2ccco2)C1=O (centres undefined)	-0.2	-2.2	5.7	9.4	12.5	-3.6	-7.6	1.4	1.2
C=CCc1ccc(OCCCCCN2CCOCC2)c(OC)c1	-2.3	-7.0	6.9	-1.9	31.0	5.7	-7.2	-3.8	-6.3
Cc1ccc(S(=O)(=O)NCC(=O)OCC(=O)N2CCc3ccccc32)cc1	5.4	-3.6	10.3	7.5	-4.1	1.9	5.3	4.0	5.6
CCCN(CCC)CCNC(=O)Cn1cnc2sc(C)c(S(=O)(=O)N3CCOCC3)c2c1=O	x	x	0.9	3.5	11.7	12.8	0.2	7.7	-3.4
C=CCSC1=NC(N)=C(C#N)C2(CCCCC2)C1C(N)=O (centres undefined)	4.5	2.2	5.1	8.2	1.5	7.9	-16.9	8.8	-3.0
Cc1ccc(-c2nc(CS(=O)CC(=O)NCc3ccccn3)c(C)o2)cc1 (centres undefined)	-5.7	2.5	-7.2	x	-18.6	20.4	-36.7	6.8	2.7
Cc1cccc(N2CCN(c3cccc(C)c3)C2c2cccnc2)c1	5.5	2.1	8.5	12.8	4.4	-0.1	-3.3	9.7	4.3
CC1(C)OC(=O)N(c2cccnc2)C1(C)O (centres undefined)	3.0	3.5	2.9	1.0	-13.6	8.8	2.1	2.4	13.8
O=C(NCc1ccco1)C1CCN(c2nnc(-n3cccc3)s2)CC1	-7.3	-4.4	-2.7	0.7	13.2	-4.3	2.7	-6.5	3.9
Cc1nnc(NC(=O)Nc2cccc(Cl)c2)s1	1.5	7.5	4.0	1.1	2.6	5.5	4.7	0.1	-1.1
CCCCCCn1c(CN2CCN(Cc3ccccc3)CC2)nc2c1c(=O)n(C)c(=O)n2C	-6.2	-0.3	2.6	2.1	14.1	x	4.0	-7.2	6.6

Bioassay records (PubChem BioAssay)
